# Assay outcomes (PubChem)
# procasp3 activ: procaspase-3 (human) activation; P42574; 330,000 compounds, 0.11% hits; recombinant procaspase-3 D3A, Ac-DEVD-pNA absorbance 405 nm; activation, % at 8.5 µM;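 active = activation above the mean of all tested compounds plus 3 SD, cut at about 21% in these data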;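 note: 0% = DMSO alone and 100% = DMSO wells spiked with extra 5 µM PC-3 D3A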
#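 Assay system – Procaspase-3 D3A mutant · Benchmarks – DMSO low control, extra-enzyme high control · Technique – 405 nm absorbance of p-nitroaniline, reads at 0 and 120 min · Doses – 8.5 µM nominal · Measure – % activation between DMSO and enzyme-spiked controls · Also added – Ac-DEVD-pNA chromogenic peptide substrate · Schedule – 1 h compound preincubation, 2 h substrate hydrolysis at 25 °C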
# AGP1 TOR yeast: modulators of TOR pathway AGP1-GFP in S. cerevisiae. GFP response vs DMSO, % at 10 µM. AID 2066. S. cerevisiae AGP1-GFP multiplex flow cytometry, 3 h; GFP as percent of DMSO wells. 320,000 compounds, 0.02% hits;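 active = GFP response relative to DMSO above a set limit, near screen average plus 3 SD, cut at about 150% in these data; inconclusive = fewer than 70 cells counted for the yeast strain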;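 note: median GFP channel fluorescence of the gated AGP1 strain per well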
# CIT2-GFP yeast: yeast TOR pathway CIT2-GFP modulation; S. cerevisiae CIT2-GFP strain, flow cytometry, 3 h; 100 means same as DMSO wells; GFP response vs DMSO, % at 10 µM; 320,000 compounds, 0.065% hits; AID 2029;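 active = GFP response relative to DMSO above a set limit, near the screen mean plus 3 SD, cut at about 150% in these data; inconclusive = Fewer than 70 cells measured for a yeast strain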;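 note: ratio of well median GFP fluorescence to mean of DMSO wells on the plate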
# MEP2 TOR yeast: alters MEP2-GFP fluorescence in TOR pathway yeast screen. S. cerevisiae MEP2-GFP strain, flow cytometry GFP, 3 h; 100% = DMSO control level. GFP response vs DMSO, % at 10 µM. 330,000 compounds, 0.51% hits;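 active = GFP response versus DMSO above a set limit, roughly screen mean plus 3 SD, cut at about 180% in these data; inconclusive = fewer than 70 cells counted for a yeast strain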;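 note: median GFP fluorescence of the barcode-gated MEP2-GFP cells per well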
# AHR activator: activates the human aryl hydrocarbon receptor; AHR-responsive luciferase reporter cells, luminescence; AID 2796; activation, % at 5 µM; 320,000 compounds, 2.5% hits; P35869; in the data active = activation above about 47%;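 note: 0% = vehicle wells and 100% = reference agonist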
# Target sequence (P35869 whole entry, looked up): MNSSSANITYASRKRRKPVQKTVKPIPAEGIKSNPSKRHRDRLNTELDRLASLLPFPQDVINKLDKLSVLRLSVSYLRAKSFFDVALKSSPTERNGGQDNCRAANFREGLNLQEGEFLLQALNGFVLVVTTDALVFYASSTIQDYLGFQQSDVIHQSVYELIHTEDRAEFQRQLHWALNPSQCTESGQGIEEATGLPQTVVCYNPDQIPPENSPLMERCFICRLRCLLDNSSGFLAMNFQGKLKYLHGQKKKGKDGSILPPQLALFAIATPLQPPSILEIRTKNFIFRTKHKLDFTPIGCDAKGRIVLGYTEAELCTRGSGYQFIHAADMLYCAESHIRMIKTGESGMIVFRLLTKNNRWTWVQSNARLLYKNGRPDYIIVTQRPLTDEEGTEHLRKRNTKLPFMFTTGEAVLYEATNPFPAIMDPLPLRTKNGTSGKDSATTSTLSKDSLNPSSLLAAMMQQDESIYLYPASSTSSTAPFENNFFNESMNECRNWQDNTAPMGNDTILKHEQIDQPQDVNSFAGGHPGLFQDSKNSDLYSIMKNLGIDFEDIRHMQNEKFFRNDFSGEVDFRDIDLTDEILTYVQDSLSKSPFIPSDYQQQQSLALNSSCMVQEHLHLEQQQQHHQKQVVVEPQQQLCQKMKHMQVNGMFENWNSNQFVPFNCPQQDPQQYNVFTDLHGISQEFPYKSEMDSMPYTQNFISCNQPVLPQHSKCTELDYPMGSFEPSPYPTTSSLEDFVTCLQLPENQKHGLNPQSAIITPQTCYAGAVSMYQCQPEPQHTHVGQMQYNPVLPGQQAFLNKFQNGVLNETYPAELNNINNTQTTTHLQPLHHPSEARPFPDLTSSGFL
# RPL19A-GFP yeast: yeast TOR pathway RPL19A-GFP modulation; S. cerevisiae RPL19A-GFP strain, flow cytometry, 3 h; stronger effect = lower value; percent response vs DMSO, % at 10 µM; 330,000 compounds, 0.3% hits;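 active = percent response vs DMSO below 50%; inconclusive = fewer than 70 events counted for the yeast strain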;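 note: median channel GFP fluorescence of the barcoded RPL19A-GFP strain; ratio of sample median GFP to plate DMSO average so 100% = DMSO; lower means less RPL19A-GFP as with rapamycin TOR inhibition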
# LAP4-GFP MLPCN: modulators of TOR pathway LAP4-GFP in S. cerevisiae | 320,000 compounds, 0.34% hits | GFP response vs DMSO, % at 10 µM | S. cerevisiae LAP4-GFP multiplex, flow cytometry GFP, 3 h; median GFP as percent of DMSO wells | AID 2023;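 active = GFP response vs DMSO above a set limit, about the screen mean plus 3 SD, cut at about 150% in these data; inconclusive = under 70 cell events counted for the yeast strain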
# procasp7 counter: counter-screen: procaspase-7 (human) activation | P55210 | recombinant procaspase-7, Ac-DEVD-pNA absorbance 405 nm; D23A/D198A/D206A triple mutant, cannot self-cleave; scale: DMSO 0, 5 µM enzyme 100 | activation, % at 8.5 µM | 330,000 compounds, 0.093% hits | AID 463210;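 active = percent activation above the screen-wide mean plus 3 SD, cut at about 25% in these data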
#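 Detection: p-Nitroaniline absorbance at 405 nm, read at 0 and 120 min; system: Uncleavable procaspase-7 mutant enzyme; evaluation: % activation from two-timepoint absorbance difference, scaled to controls; times: 1 h enzyme–compound preincubation and 2 h substrate reaction, both 25 °C; buffer or medium: Zinc-free HEPES pH 7.4 with 300 mM NaCl, 0.01% Triton X-100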
# * marks the source's active call; other numbers are inactive results; ? = inconclusive; nt = not tested or not shown; [ ] = another dose, or the depositor's remark. Hits appear at their usual frequency (roughly 3.5% active in at least one column).
SMILES,procasp3 activ,AGP1 TOR yeast,CIT2-GFP yeast,MEP2 TOR yeast,AHR activator,RPL19A-GFP yeast,LAP4-GFP MLPCN,procasp7 counter
CCC(C)N(NC(C)=O)c1nc(Cl)nc(NC(C)(C)C)n1 (configuration not stated),3,98,94,94,-1,97,92,11
c1ccc(Oc2nc(N3CCOCC3)nc(N3CCOCC3)n2)cc1,-8,97,100,104,1,101,100,-9
Cn1ccc(NC(=O)Nc2ccc(Cl)cc2Cl)n1,8,85,109,91,28,104,89,-1
O=C(O)/C=C/C(=O)N1CCN(S(=O)(=O)c2cccc(C(F)(F)F)c2)CC1,6,95,89,101,1,96,96,-3
COn1c(SC(C)C)nc2ccccc2c1=O,2,88,103,97,2,96,92,-15
CCCN(CC(=O)Nc1ccccc1OC)C(=O)c1ccc2ncsc2c1,-7,99,91,99,0,96,93,-6
Cc1ccc(-c2nc(CS(=O)(=O)CC(=O)NCCCN3CCN(C)CC3)c(C)o2)cc1,4,102,102,101,0,100,104,7
O=C(COc1ccc2ccccc2c1Br)NCc1ccccn1,6,90,81,89,33,95,116,-4
CCCCN(C)Cc1c(C)[nH]c2ccc(C)cc2c1=O,1,104,nt,108,1,101,107,6
Cc1ccc(S(=O)(=O)CCC(=O)Nc2cccc(C)c2)cc1,-7,96,87,103,4,102,101,-4
NC(=O)c1ccsc1NC(=O)c1ccc(S(=O)(=O)N2CCCCC2)cc1,-8,99,94,92,-4,99,89,1
O=C(CSc1ncc(-c2ccc(F)cc2)[nH]1)N1CCCCC1,4,86,79,97,10,116,79,-14
O=CN(c1ccccc1)c1ccc2ccccc2c1,0,88,88,92,6,93,104,-2
CC(C)N1CCN(C(=O)c2cccc(Cl)c2)CC1,4,102,107,108,-2,102,100,-7
CC1NC(=O)c2ccccc2-n2c1nc1cc(F)ccc1c2=O (configuration not stated),1,99,94,97,0,92,104,3
CC1CCCCN1c1nc(-c2ccncc2)nc2ccccc12 (configuration not stated),1,80,78,75,18,93,90,3
O=C(Nc1ccccc1N1CCN(C(=O)c2ccc(Cl)cc2)CC1)c1cccc([N+](=O)[O-])c1,1,98,100,100,127*,104,88,5
CC(C)N(C(=O)CN1C(=O)NC2(CCCCCC2)C1=O)C(C)C,3,93,95,92,-2,91,88,4
Cc1ccc(NC(=O)CSc2nnnn2C)cc1S(=O)(=O)N(C)C,7,99,101,105,0,102,93,2
COc1ccc(NC(=O)c2cc(S(=O)(=O)N3CCOCC3)ccc2C)cc1S(=O)(=O)N1CCOCC1,8,94,108,99,0,97,91,-6
O=C(CN1C(=O)c2ccccc2C1=O)Nc1cccc(O)c1,0,99,99,98,2,104,89,2
O=C(COC(=O)c1ccccn1)Nc1cccc(Cl)c1,-3,86,88,93,0,92,93,16
C=CCn1c(SCCN2CCCC2)nc2c([nH]c3ccccc32)c1=O,9,92,95,93,24,98,96,8
O=C(CCc1ccccc1)Nc1sc2c(c1C(=O)O)CCCC2,5,nt,nt,94,0,105,nt,4
Cc1ccc(-n2c(SCC(=O)NNC(=S)Nc3ccccc3)nc3ccccc3c2=O)cc1,4,103,109,101,3,100,99,-1
Brc1ccc(Oc2nsnc2N2CCOCC2)cc1,3,27,82,180*,56*,100,95,2
O=C(/C=C/c1ccccc1Cl)NCc1ccco1,-1,96,102,106,-1,99,103,4
O=C(COC(=O)c1cccc(Cl)c1)Nc1cc(Cl)ccc1Oc1ccccc1,0,104,100,103,5,108,106,-5
O=C1CC(c2ccsc2)Sc2ccccc2N1 (configuration not stated),0,102,95,94,17,96,100,0
CCCCC1=CC2=CC(=O)C(C)(OC(=O)CC)C(=O)C2=CN1CCCCO (configuration not stated),-4,110,97,103,1,101,99,-17
Clc1ccc(OCCCn2cncn2)cc1Cl,-3,92,86,93,7,93,107,-1
O=C(Oc1cccnc1)c1ccccc1[N+](=O)[O-],0,81,105,106,4,112,81,0
Cc1ccc(C)c(N(CC(=O)NC2CCCCC2)C(=O)c2snc(C(N)=O)c2N)c1,-2,92,95,100,1,94,84,-1
CCOc1ccc(N(CC(=O)N/N=C/c2ccc(OC(C)C)cc2)S(C)(=O)=O)cc1,-3,95,103,105,18,101,97,-12
COc1ccc(/C=C2/CC/C(=C\c3ccc(OC)c(OC)c3OC)C2=O)c(OC)c1OC,3,97,91,93,-2,97,90,-5
O=C(OCc1cnc(Cl)s1)c1ccc(Cl)cc1,-1,88,87,92,1,92,101,5
Cn1c(=O)c2c(ncn2CC(=O)Nc2nc(-c3ccc(F)c(F)c3)cs2)n(C)c1=O,-1,109,100,99,-1,97,103,14
CC(=O)Sc1nc(-c2ccccc2)[nH]c1S(=O)(=O)c1ccc(C)cc1,-17,104,108,104,-4,95,102,-43
Cc1occc1C(=O)NN1C(=O)C2C3CCC(O3)C2C1=O (configuration not stated),-5,105,96,103,0,98,96,5
CC(C)(CN1CCN(Cc2ccccc2)CC1)NS(=O)(=O)c1ccccc1,-3,95,112,96,-1,101,104,4
CCN(CC)CCN1C(=O)C(=O)/C(=C(/O)c2ccc(S(=O)(=O)N3CCOCC3)cc2)C1c1ccc(Cl)cc1 (configuration not stated),-11,105,106,108,-1,104,107,-12
CS(=O)(=O)N1CCc2ccc(NC(=O)C3CCCO3)cc2C1 (configuration not stated),10,104,103,111,0,103,123,7
Cc1ccc(-n2c(C)nnc2SCC(=O)NC2CCCC2)cc1,11,100,103,111,-1,99,102,10
Cc1nnc(N(Cc2ccco2)C(=O)c2ccno2)s1,1,105,101,99,3,100,97,-1
CC(=O)Nc1ccc(/C(C)=N/NC(=O)c2ccncc2)cc1,7,93,89,98,10,97,93,3
Cc1ccc2c(c1)cc(CN(CCc1ccccc1)C(=O)N1CCOCC1)c1nnnn12,5,106,94,103,9,97,106,7
COC(=O)N/N=C(\C)c1ccc(Br)cc1,-7,88,106,102,-2,93,90,8
Cc1ccc(NC2=C(N3CCOCC3)C(=O)c3ccccc3C2=O)cc1,-2,96,85,96,-6,92,107,-6
O=S(=O)(c1ccc(S(=O)(=O)N2CCC3(CC2)OCCO3)cc1)N1CCCC1,0,106,109,109,-1,114,97,12
COc1cccc(N/C(SC)=C(/C#N)C(=O)NCc2cccs2)c1,-4,106,108,99,3,99,109,5
# Further results.
SMILES,procasp3 activ,AGP1 TOR yeast,CIT2-GFP yeast,MEP2 TOR yeast,AHR activator,RPL19A-GFP yeast,LAP4-GFP MLPCN,procasp7 counter
Cc1ccccc1OCC(=O)NC(=S)Nc1ccc(N2CCCC2)cc1,4,104,90,109,2,97,101,-1
O=C(O)COc1ccc(S(=O)(=O)NCCc2ccccc2)cc1,-11,100,97,106,0,99,106,3
Brc1ccc(/C=N/c2nc3ccccc3n2CCN2CCOCC2)cc1,1,100,88,90,3,93,112,0
Cc1ccc2nc(NC(=O)CCNS(=O)(=O)c3ccc(Br)s3)sc2c1,7,90,97,90,5,89,93,-5
CCOC(=O)N1CCN(C(=O)C2CCC(=O)N(CCCc3ccccc3)C2)CC1 (configuration not stated),nt,102,112,101,nt,115,73,nt
COc1ccccc1CNC(=O)c1ccccc1OCc1ccc(F)cc1,6,94,95,108,14,96,99,-1
COc1ccccc1C(=O)NNC(=O)c1cccc(O)c1,5,46[may fluoresce red and violet],?,84[may fluoresce red and violet],39,?,77[may fluoresce red and violet],2
COC(=O)c1ccc(C(=O)OC)c(NC(=S)N2CCN(C(=O)C3CCCO3)CC2)c1 (configuration not stated),0,96,91,97,-1,92,101,8
C=CCn1c(SC2CCOC2=O)nc2sc(CC)cc2c1=O (configuration not stated),9,107,104,99,-12,102,98,-5
O=C(Nc1ccc2c(c1)OCO2)c1ccncc1,-2,88,81,89,103*,94,93,7
O=C(c1cn(-c2ccccc2)nc1-c1cccs1)N1CCOCC1,0,97,101,106,10,96,94,11
O=C(Nc1cccc(NC(=O)C2CC2)n1)C1CC1,-5,97,99,110,41,97,103,-7
CCS(=O)(=O)N1CCC(C(=O)Nc2cc(C)ccc2O)CC1,0,111,112,108,-1,109,105,-3
CCN(CC(=O)Nc1c(F)cccc1F)C(=O)/C=C/c1ccc2ccccc2n1,7,102,95,96,15,98,99,-6
COc1ccc(C(CNC(=O)Cc2ccccc2F)N2CCCCC2)cc1 (configuration not stated),-10,90,79,87,-1,96,80,4
O=C(NNc1ccc(C(F)(F)F)cc1[N+](=O)[O-])c1ccc(NS(=O)(=O)c2ccc(F)cc2)cc1,-12,107,105,106,0,101,102,-6
O=C(C[C@@H]1C/C=C\C[C@@H](Cc2ccc(F)cc2)C(=O)OC[C@@H](Cc2ccccc2)NC1=O)N[C@H](CO)Cc1ccccc1,8,111,112,105,0,106,103,3
CCOc1nc(NCCC2=CCCCC2)nc(N2CCOCC2)n1,7,92,nt,95,2,95,92,-4
CC(C)(C)c1ccc(C(=O)NNC(=O)c2ccc(Cl)cc2)cc1,-1,97,98,170,2,102,134,7
CCCOc1cccc(-c2nn(-c3ccccc3)cc2/C=C(\C#N)C(=O)NCCCn2ccnc2)c1,3,107,106,106,25,109,111,6

# A few values from the entries so far:
# Under AHR activator, O=C(Nc1ccc2c(c1)OCO2)c1ccncc1 has 103*
# Under CIT2-GFP yeast, O=C(c1cn(-c2ccccc2)nc1-c1cccs1)N1CCOCC1 has 101
# Under procasp7 counter, CC(C)N1CCN(C(=O)c2cccc(Cl)c2)CC1 has -7

# Next section.
SMILES,procasp3 activ,AGP1 TOR yeast,CIT2-GFP yeast,MEP2 TOR yeast,AHR activator,RPL19A-GFP yeast,LAP4-GFP MLPCN,procasp7 counter
Cc1cc(C)c2c(c1)NC(c1cc3c(cc1Br)OCO3)C1CC=CC21 (configuration not stated),-5,94,99,93,1,96,94,-6
COc1ccc(C(=O)n2nnc3ccccc32)cc1OC,3,84,90,86,2,92,139,6
CC/C(=N\NC(=O)CSc1ncccn1)c1ccc2c(c1)OCCO2,-8,102,108,99,3,110,95,-9
Cn1c(SCC(=O)N2CCCC2)nnc1-c1cnccn1,-1,93,95,95,2,95,93,-1
Cc1ccc(N2C(=S)N=C(Nc3ccccc3C)C23CCOC(C)(C)C3)cc1 (configuration not stated),-3,104,107,97,4,101,98,6
Fc1ccccc1N1CCN(c2ncnc3[nH]ncc23)CC1,1,100,96,98,2,93,95,12
O=C(c1ccc(F)cc1)N1CCN(S(=O)(=O)c2ccc(Br)cc2)CC1,0,94,97,98,0,98,91,1
CCOC(=O)C(=CNc1ccc(C(F)(F)F)cc1Cl)C(=O)OCC,-17,108,100,105,4,103,111,0
Cc1ccc(S(=O)(=O)Nc2nc(C)c(C(=O)N/N=C/c3ccccc3)s2)cc1,-4,112,98,101,8,94,108,3
Cc1ccccc1CN(C)C(=O)[C@H](Cc1ccccc1)NC(=O)c1ccco1,5,95,85,95,0,96,113,4
